Screening data: PubChem BioAssay, National Center for Advancing Translational Sciences (NCATS)
Tb PYK inh: inhibitors of Trypanosoma brucei pyruvate kinase | Potency, µM (doses to about 76.8 µM), inactives show at the top dose activity, negative = inhibition, usual class: inhibitors | TbPYK enzyme, Kinase-Glo Plus ATP luminescence, 45 min | Q57TT1 | AID 624173 | 0.12% of 410,000 active; note: nearly all actives have a fitted effect of over 50% in size
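T. brucei PYK with substrate was exposed to pin-transferred compounds across a concentration series, then started with 130 uM ADP (final). After 45 min at room temperature, Kinase-Glo Plus luminescence was read, normalized and curve-fitted.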
LmPK inh: inhibitors of Leishmania mexicana pyruvate kinase; purified LmPK, Kinase-Glo ATP luminescence, 1 h; Potency, µM (titrated, usually from 57.5 µM), inactives show at the highest dose activity change, negative = inhibition, hits mostly inhibitors; AID 1721; 0.37% of 290,000 active
Target sequence (Q27686 whole entry, looked up): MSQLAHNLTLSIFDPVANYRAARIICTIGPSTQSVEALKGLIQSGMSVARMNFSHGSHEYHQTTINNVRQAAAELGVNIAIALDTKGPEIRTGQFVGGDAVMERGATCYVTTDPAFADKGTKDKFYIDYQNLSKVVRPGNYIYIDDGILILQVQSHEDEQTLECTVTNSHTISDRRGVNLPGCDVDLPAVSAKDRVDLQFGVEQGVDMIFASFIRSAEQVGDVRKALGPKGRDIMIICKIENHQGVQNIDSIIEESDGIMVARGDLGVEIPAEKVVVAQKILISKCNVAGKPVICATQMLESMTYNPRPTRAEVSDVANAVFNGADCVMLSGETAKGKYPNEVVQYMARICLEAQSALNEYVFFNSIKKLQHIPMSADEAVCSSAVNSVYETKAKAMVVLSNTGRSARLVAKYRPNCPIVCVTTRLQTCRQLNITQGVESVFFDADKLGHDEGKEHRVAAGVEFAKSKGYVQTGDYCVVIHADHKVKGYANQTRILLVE
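Screened at intermediate enzyme activity to detect both inhibitors and activators: LmPK at 0.1 nM, with a 0.5 nM enzyme column as activation reference. PEP 0.5 mM, ADP 0.1 mM; ATP detected by luminescence after 1 h.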
Pf growth 96h: inhibits malaria parasite growth, 96 h; AID 504834; P. falciparum luciferase reporter growth, 96 h; 6.9% of 320,000 active; Potency, µM (titrated, usually from 28.7 µM), inactives show at the top dose activity change, negative = inhibition, hits mostly inhibitors
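Plates of compound plus infected erythrocytes (2% hematocrit, 0.05% parasitemia final) incubate 96 hours, 37 C, 5% CO2. Detection reagent added; reduced luminescence from the parasites' luciferase reporter flags inhibition.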
Sm TGR inh: S. mansoni TGR enzyme inhibition. Potency, µM (titrated, usually from 114 µM), inactives show top-dose activity change, negative = inhibition, actives largely listed as inhibitors. Q962Y6. 3% of 360,000 active. purified TGR, DTNB reduction, TNB absorbance 405 nm; note: nearly all actives have a fitted effect of over 60% in size
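TGR 20 nM + NADPH 100 uM (dispensed conc.), cpd preinc 15 min RT; start with NADPH (500 uM addition) then DTNB (15 mM addition). Kinetic TNB absorbance, 405 nm filter. Four-parameter Hill fit across titration.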
HCV inhibitor: blocks hepatitis C virus | Potency, µM (titrated, usually from 41.8 µM), inactives show top-dose activity change, negative = inhibition, most hits filed as inhibitors | AID 651820 | 3.4% of 340,000 active | Huh7.5.1 HCVcc-Cre infection, luciferase reporter, 44 h
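Infectious HCV cell culture screen: compound-treated cells (1,000/well, pre-plated 4 h) are infected with HCVcc-Cre at roughly 0.5 moi and grown 44 h. Infection is quantified by luciferase signal after 15 min substrate incubation at room temperature.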
Pf growth 48h: P. falciparum growth inhibition at 48 hours (one generation). Potency, µM (top dose mostly 28.7 µM), without a hit: at the highest dose activity change, negative = inhibition, actives largely listed as inhibitors. P. falciparum luciferase growth in erythrocytes, 48 h. 5.9% of 310,000 active
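Luminescence readout; reporter = integrated firefly luciferase in P. falciparum. RBC culture at 2% hematocrit, 0.1% parasitemia final, 37 C/5% CO2; decreased signal taken as growth inhibition.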
Numbers without * were called inactive; i = inactive; ? = inconclusive; · = not tested or not shown; & = joins results of further samples; [ ] = dose if it differs, or a comment. Calls come from the whole dose curve; as a rule, active = well fitted curve in the direction sought with a large enough effect; inconclusive = small, poorly fitted or top-dose-only effect, or another doubt; inactive = no such curve, though single readings can be large; an effect the other way counts as inactive or inconclusive. % is set by controls: 0 for no effect and ±100 for the full control effect; potency is the fitted concentration of half-maximal effect.

canonical_smiles	Tb PYK inh	LmPK inh	Pf growth 96h	Sm TGR inh	HCV inhibitor	Pf growth 48h
Nc1c(C(=O)NCc2ccco2)c2nc3ccccc3nc2n1Cc1ccc(F)cc1	-19%	8%	?	11µM*	?	1.9µM*
CCOc1ccccc1C(=O)OCC(=O)Nc1ccc(N2CCCCC2)cc1	2%	0%	·	-26%	12%	37%[activator]
Cc1ccc(S(=O)(=O)N(CC(=O)N=Nc2c(O)[nH]c3ccccc23)c2cccc(C)c2)cc1	-25%	-3%	?	-7%	?	11%
COc1ccccc1CNC(=O)CNC(=O)Cn1cnc2ccccc2c1=O	-3%	-9%	40%[activator]	0%	21%	-11%
COc1ccc(NC(=O)C2CCCN2c2ccc(OC)c(OC)c2)cc1OC (stereo unspecified)	1%	3%	1%	-34%	2%	10µM*
CCOc1ccc(-n2c(O)c(/C=N/Nc3nnc(C)c(=O)[nH]3)c3ccccc3c2=O)cc1	1%	6%	?	7%	14%	?
O=C(NCN1C(=O)C2C3C=CC(C3)C2C1=O)OC1CCCCC1 (stereo unspecified)	-6%	-1%	-5%	-23%	1%	40%[activator]
OC(C#CCN1CCCCC1)c1ccccc1 (stereo unspecified)	-10%	-1%	6%	-19%	19%	1%
O=C(NNC(=S)NC(=O)c1ccccc1[N+](=O)[O-])c1ccc(Cl)cc1Cl	-7%	0%	0%	-7%	-2%	-10%
CCCN(CC(=O)Nc1ccccc1OC)C(=O)C1=COCCO1	1%	·	6%	5%	-3%	9%
CCCC(c1nnnn1CCOC)N1CCN(c2nc3ccccc3s2)CC1 (stereo unspecified)	-21%	-7%	-29%	-4%	5%	?
COc1ccc(NC(=O)CCC(=O)N2CCOCC2)c([N+](=O)[O-])c1	-9%	-8%	-1%	0%	14%	-1%
CCCCCCCCCCCC(=O)[O][Sn]([CH2]CCC)([CH2]CCC)[O]C(=O)CCCCCCCCCCC	-14%	·	-2%	·	·	5%
Cc1c(N(C(=O)c2cc(=O)[nH]c3ccccc23)C(C)C)c(=O)n(-c2ccccc2)n1C	-6%	-1%	?	5%	2%	2%
CCN1C(=O)CC(n2c(C)nc3ccccc32)C1=O (stereo unspecified)	-2%	0%	11%	-1%	-2%	·
COCCn1nnnc1C(c1cccc(OC)c1OC)N1CCN(C(=O)c2ccco2)CC1 (stereo unspecified)	-3%	0%	19%	-11%	24%	2%
CCCCn1c(NC(=O)c2ccccc2)c(C#N)c2nc3ccccc3nc21	-4%	5%	·	-15%	?	5.9µM*
COc1cccc(NC(=O)CN2CCN(c3ccc(F)cc3)CC2)c1	-2%	3%	0%	6%	-14%	-15%
Cc1ccc(NC(=O)CN(Cc2ccco2)Cc2ccccc2O)cc1C	-3%	-1%	?	-9%	?	?
CCn1c(-c2c(Cl)c(C)nn2C)n[nH]c1=S	?	-10%	?	?	1%	-9%
CS(=O)(=O)Nc1ccc(C2=NN(S(C)(=O)=O)C(c3cccs3)C2)cc1 (stereo unspecified)	-8%	7%[11.5 µM]	16%	-16%	1%	161%[activator]
Cc1cc(=O)oc2c(C)c(OCC(=O)c3ccccc3)ccc12	1%	13%	8%	-17%	-23%	36%
N#Cc1cccc(NC(=O)Cn2cnc(S(=O)(=O)N3CCCC3)c2)c1	-3%	-2%	?	-8%	10%	21%
O=C(c1ccc(Cl)cc1)C(CN1CCCC1)c1ccccc1 (stereo unspecified)	-5%	0%	-22%	28µM*	?	-11%
CCCC(=O)Nc1ccc(-c2nc3ncccc3o2)cc1	4%	1%	?	-18%	11%	-53%
C/C(N)=C(/C#N)C(=O)COC(=O)c1ccncc1	-1%	8%	·	0%	15%	4%
CCn1c(CNC(=O)c2ccccc2F)nnc1SCC(=O)NC1CCCCC1C (stereo unspecified)	0%	4%	14%	·	7%	-3%
CC(NC(=S)NCCc1ccccc1)C(c1cccs1)N1CCN(Cc2ccccc2)CC1 (stereo unspecified)	-1%	1%	?	-9%	7.9µM*	?
CCC(C)N(C(=O)COc1ccccc1C#N)C1CCS(=O)(=O)C1 (stereo unspecified)	0%	·	?	6%	24%	2%
O=C(Cc1ccc(S(=O)(=O)N2CCOCC2)s1)N1CCN(S(=O)(=O)c2ccc(Cl)cc2)CC1	-5%	·	4.7µM*	-2%	-30%	7.4µM*
COc1cccc(NC(=S)/C(=C(\[O-])c2ccc([N+](=O)[O-])cc2)[n+]2ccccc2)c1	7%	0%	-13%	2%	-9%	0%
CCOC(=O)Nc1nnc(-c2ccc(OC)cc2)s1	-8%	0%	?	-18%	1%	·
COc1ccc(CN(C)C(=O)c2cc(S(=O)(=O)Nc3ccccc3F)ccc2C)c(OC)c1	1%	6%	?	-5%	-5%	8%
COc1ccc(OC)c(NC(=O)CSc2nc3n[nH]c(C)c3c(=N)n2-c2cccc(Cl)c2C)c1	-3%	11%	?	0%	?	?
Cc1ccc2nc(-c3ccccc3)cc(C(=O)N(C)CC(=O)Nc3ccccc3Br)c2c1	-2%	·	?	-6%	?	13µM*
Cc1ccc(Cn2ccc(=O)c(OCc3ccccc3)c2C)cc1	4%	7%	23%	-16%	-1%	·
CCCC(=O)Nc1ccc(C(=O)n2nnc3ccccc32)cc1	-4%	-2%	-26%	-22%	12%	21%
CCOC(=O)N1CCN(c2nc(C(F)(F)F)nc3c(C)cc(C)cc23)CC1	3%	2%	?	-31%	-23%	-20%
CCC(C)NC(=O)/C(=C/c1ccco1)c1ccccc1 (stereo unspecified)	-5%	8%	37%[activator]	10µM*	-7%	?
COc1ccc(CNC(=O)CNC(=O)[C@@H]2Cc3ccccc3CN2)cc1	4%	2%	-12%	-7%	8%	-12%
Cc1ccc(NC(=O)C2CCCN(c3cnccn3)C2)c(C)c1 (stereo unspecified)	0%&3%	-9%	0%	-7%&0%	8%	29%
COC(=O)NCC(c1cccnc1)N1CCN(c2ccccc2)CC1 (stereo unspecified)	-10%	-2%	-9%	-20%	1%	-12%
CCOCCCNC(=S)NCCCNc1nc2cc3c(cc2cc1C#N)OCO3	3%	2%	?	-4%	?	?
CNS(=O)(=O)c1cccc(C(=O)OCC(=O)Nc2ccc(N3CCCCC3)cc2)c1	-2%	8%	48%[activator]	-13%	13%	116%[activator]
N#CCCN(Cc1ccncc1)C(=S)NC1CC2C=CC1C2 (stereo unspecified)	2%	-2%	?	7%	-10%	?
CN1CCN(c2ccccc2NC(=O)Cn2ncc3c([nH]c4ccccc43)c2=O)CC1	-14%	-1%	29%	1%	24%	-18%
CCN(CC(=O)NCc1cccs1)S(=O)(=O)c1c(F)cccc1F	-4%	·	-24%	-5%	8%	2%
C=CCNC(=S)Nc1cccc2[nH]ncc12	-4%	-16%	125%[activator]	?	-12%	i
COc1ccnc(Oc2ccc(F)cc2)c1C(=O)N/C=N/OCc1c(Cl)cccc1Cl	-4%	3%	?	-25%	?	12µM*
N=c1sccn1CC(=O)Nc1ccc([N+](=O)[O-])cc1Cl	1%	10%	114%[activator]	0%	-10%	8%
CCc1ccc(NCc2ccc(OC)c(Cn3ccnc3)c2)cc1	6%	4%	19%	-4%	?	·
CCOC(=O)c1cc(C(=O)OCC)cc(-n2cc(O)c(C(=O)OCC)n2)c1	6%	3%	?	-5%	-26%	2%
CC1=CC(C)(C)NC(=O)N1c1ccc(C)cc1	0%	0%	4%	0%	13%	23%
O=C(CSc1nnc(-c2c[nH]c3ccccc23)o1)c1ccccc1	-2%	-1%	54%[activator]	-2%	?	36%[activator]
CCOC(=O)N1CCN(C(=O)COC(=O)c2cccc(S(C)(=O)=O)c2)CC1	-2%	·	14%	0%	-11%	22%
CN(C)S(=O)(=O)Oc1ccccc1C(=O)Nc1ccc(F)cc1F	0%	-2%	16%	·	18%	10%
Cc1c(NC(=O)/C(=C\c2ccccc2)NC(=O)c2ccccc2)c(=O)n(-c2ccccc2)n1C	2%	0%	?	0%	-1%	11%
CN(C(=O)CCNC(=O)N1CC(=O)Nc2ccccc21)C1CCCCC1	3%	0%	4%	-12%	12%	-5%
O=C(NC(=S)NC1CCSC1=O)c1cccs1 (stereo unspecified)	-4%	-1%	-29%	-32%	26%	15%
O=C(COC(=O)C1CCN(S(=O)(=O)c2ccc3c(c2)OCCO3)CC1)Nc1ccccc1OC(F)F	3%	1%	428%[activator]	-5%	11%	19%

(cont.)
Values run as follows: Tb PYK inh, LmPK inh, Pf growth 96h, Sm TGR inh, HCV inhibitor, Pf growth 48h
> CN(C)c1nc(N)nc(CSc2nnnn2-c2ccccc2)n1
 : 9%, 2%, 39%[activator], 0%, -14%, ·
> CN(C)c1ccc(/C=N/Nc2cc(N3CCOCC3)nc(N3CCOCC3)n2)cc1
 : 0%, 0%, 121%[activator], -14%, 4µM*, ?
> CC(C)(C)N(NC(=O)Nc1ccccc1)C(=O)c1ccccc1Cl
 : 1%, 2%, 0%, 1%, 2%, 22%
> Cc1ccc(-c2cc(C(F)(F)F)n3ncc(C(=O)N4CCN(C)CC4)c3n2)cc1
 : 7%, 2%, -2%, 7%, ?, -2%
> Cc1ccc(-c2nc3ccccc3o2)cc1NC(=O)c1ccc2c(c1)OCO2
 : 16%, -5%, ·, 6%, -13%, 156%[activator]
> CCc1ccc(CN(C)C(=O)C2CCC(=O)N(CCCN3CCCC3=O)C2)cc1 (stereo unspecified)
 : -4%, -2%, ?, -25%, ·, 5%
> CC1CCN(C(=O)CN(CCc2ccccc2)S(C)(=O)=O)CC1
 : 1%, 1%, ?, 0%, 17%, 8%
> COc1ccccc1NC(=O)c1nnn(CC(=O)Nc2cccc(SC)c2)c1N
 : -9%, 5%, -33%, 6%, ?, -16%
> NC(=O)CC[C@@H]1NC(=O)[C@H](CO)NC(=O)c2cc([N+](=O)[O-])cc(I)c2NCC[C@@H](C(N)=O)NC(=O)[C@H](Cc2ccc(O)cc2)NC1=O
 : ·, 2%, -8%, ?, 5%[8.37 µM], 25%
